Bioassay records: PubChem, several laboratories
TRPML3 agonist – human TRPML3 channel agonists, primary screen, cell-based, HEK293 TRPML3-YFP, Fluo-8 calcium fluorescence, 3 µM; Mucolipin-3 (Homo sapiens), Q8TDD5; 220,000 tested, 0.29% active; activation, % at 3 µM; 100% = the carbachol control signal;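 active = activation above its plate's cutoff, the mean activation of the plate's test wells plus 3 SD, cut at about 12% in these data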;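 note: 0% = DMSO only wells and 100% = carbachol wells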
Target sequence (Q8TDD5 whole entry, looked up): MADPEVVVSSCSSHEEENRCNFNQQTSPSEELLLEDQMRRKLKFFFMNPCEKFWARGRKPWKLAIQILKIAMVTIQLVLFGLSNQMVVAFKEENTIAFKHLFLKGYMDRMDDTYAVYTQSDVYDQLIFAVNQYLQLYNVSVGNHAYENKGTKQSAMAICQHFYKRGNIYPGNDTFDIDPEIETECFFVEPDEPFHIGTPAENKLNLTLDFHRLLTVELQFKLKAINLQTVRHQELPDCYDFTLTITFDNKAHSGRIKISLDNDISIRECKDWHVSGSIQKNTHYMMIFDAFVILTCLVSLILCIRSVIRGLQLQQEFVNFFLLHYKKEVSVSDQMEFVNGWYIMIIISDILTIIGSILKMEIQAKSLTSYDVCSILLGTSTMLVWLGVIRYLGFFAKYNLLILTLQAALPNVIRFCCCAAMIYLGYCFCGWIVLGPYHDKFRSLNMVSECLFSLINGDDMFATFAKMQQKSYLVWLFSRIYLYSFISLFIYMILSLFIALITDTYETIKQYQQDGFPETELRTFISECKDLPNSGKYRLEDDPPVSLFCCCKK
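Test system: HEK293 cells stably carrying human TRPML3-YFP; Doses: single dose, 3 µM final nominal compound, 0.3% DMSO final; Schedule: dye loading 1 h 37 °C then 30 min ambient, 125 s read; Technique: Fluo-8 calcium fluorescence; Benchmarks: high control carbachol 87 µM, low control DMSO.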
NPY1 pot ag – NPY-Y1 receptor potentiators or agonists, primary screen, cell-based; Neuropeptide Y receptor type 1 (Homo sapiens), P25929; NPY-Y1 expressing cells, potentiator/agonist activation; activation, % at 3.6 µM; 220,000 tested, 0.37% active; AID 1304, 2008; in the data active = activation above about 33%, passing the limit was not always enough;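 note: cells stimulated with NPY at EC10 then isoproterenol at EC100; 0% = low agonist plus stimulus and 100% = saturating agonist plus stimulus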
NPY-Y1 antag – NPY-Y1 receptor antagonists, primary screen, cell-based. HEK293-CNG Y1 cells, membrane potential fluorescence; NPY at EC95, then isoproterenol. Neuropeptide Y receptor type 1 (Homo sapiens), P25929. 200,000 tested, 1% active. inhibition, % at 3.6 µM;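 active = inhibition above the campaign mean inhibition of all tested compounds plus 3 SD, cut at about 20% in these data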;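 note: 0% = DMSO wells given NPY plus isoproterenol and 100% = isoproterenol alone without NPY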
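Assay system: HEK293 Y1/CNG channel cell line; Doses: single compound dose of 3.6 µM, 0.4% DMSO; Timing: dye 3 h, compound 60 min room temperature, stimulation 45 min; Technique: Membrane-potential fluorescent dye readout; Measure: % inhibition of NPY effect.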
PGE2 EP2 inh – human EP2 receptor antagonists, primary screen, TR-FRET cAMP, C6 glioma cells. C6 glioma cells expressing human EP2; cells stimulated with saturating PGE2. Prostaglandin E2 receptor EP2 subtype (Homo sapiens), P43116. inhibition, % at 25 µM. 260,000 tested, 0.52% active;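 active = percent inhibition above 40 after rounding to a whole number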;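 note: rat C6 glioma host cells with rolipram phosphodiesterase inhibitor present; the protocol text gives 20 µM as final concentration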
CHOP inh – inhibitors of CHOP promoter induction, primary screen, cell-based, unfolded protein response, luciferase reporter; CHO-K1 CHOP-promoter luciferase, tunicamycin-induced, 15-18 h; inhibition, % at 10 µM; 220,000 tested, 3.8% active; AID 2732, 2010;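 active = compounds that reduced the stress-induced luciferase reporter signal by more than about 70% of percent inhibition, limit read from the data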;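 note: 0% = tunicamycin plus vehicle and 100% = wells without tunicamycin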
PPC-1+TRAIL kill – compounds killing PPC-1 cancer cells with TRAIL present, primary screen, TRAIL potentiator project, ATPLite luminescence, uHTS. AID 1443, 2008. PPC-1 cells + TRAIL, ATPLite viability luminescence. cell killing (% activity), % at 4 µM. 220,000 tested, 0.41% active;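 active = cell killing above 50% in the first pass at 4 µM, then a duplicate retest at 5 µM averaging 50% or more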;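 note: plate controls were cells with TRAIL plus DMSO for no effect and medium-only wells lacking cells for full effect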
EP2 mod – EP2 receptor modulators, cAMP readout, primary screen, cell-based, HTRF cAMP, PGE2 stimulation; EP2-expressing cells, cAMP HTRF FRET, PGE2 co-stimulation; induction, % at 25 µM; 260,000 tested, 0.83% active; AID 940, 2007;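 active = compounds whose cAMP rise, as percent of the full-agonist control response, exceeds 60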;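 note: rat C6 glioma line stably carrying human EP2 under a CMV promoter; the protocol text gives 20 µM as final concentration; 100% = response of wells given 1 µM PGE2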
zfTRPN1 agonist – zebrafish TRPN1 channel agonists, primary screen, cell-based, HEK293, calcium fluorescence | activation, % at 3 µM | 220,000 tested, 0.18% active | HEK293 zebrafish TRPN1-YFP, Fluo-8 calcium fluorescence; 100% = response to 87 µM carbachol | transient receptor potential cation channel N1 (TRPN1/NompC), Danio rerio | AID 1424, 2008;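 active = activation above its plate's cutoff, the mean activation of test wells on that plate plus 3 SD, cut at about 19% in these data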;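 note: 0% = DMSO alone and 100% = 87 µM carbachol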
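Assay system: Zebrafish TRPN1-YFP in HEK293 cells | Incubation: Dye loading 1 h at 37 °C, then 30 min room temperature | Measured by: Kinetic Fluo-8 fluorescence, ex 470-495, em 515-575 nm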
14-3-3 Bad PPI – inhibitors of 14-3-3 zeta/Bad binding, primary screen, biochemical, TR-FRET, bovine 14-3-3 zeta; AID 781, 2007; TR-FRET 14-3-3zeta/Dy647-pBad peptide displacement, 1 h; inhibition, % at 21.7 µM; 14-3-3 protein zeta/delta (Bos taurus), P63103; 220,000 tested, 0.71% active;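 active = inhibition above about 70%, limit read from the data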;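 note: 0% = full 14-3-3 plus peptide FRET controls and 100% = background without 14-3-3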
Target sequence (P63103 whole entry, looked up): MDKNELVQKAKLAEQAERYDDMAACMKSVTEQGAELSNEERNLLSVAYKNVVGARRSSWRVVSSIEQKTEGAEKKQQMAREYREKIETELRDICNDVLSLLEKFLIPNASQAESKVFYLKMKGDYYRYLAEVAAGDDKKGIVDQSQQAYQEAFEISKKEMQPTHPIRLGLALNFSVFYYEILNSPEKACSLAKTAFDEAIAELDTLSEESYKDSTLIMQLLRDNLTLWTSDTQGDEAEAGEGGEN
The depositor's hits bear a star; . = not tested or not shown; & = joins results of further samples; [ ] = dose if it differs, or a comment. Not all compounds are listed; the hit share may differ from the screen's.

The line under a structure holds: TRPML3 agonist	NPY1 pot ag	NPY-Y1 antag	PGE2 EP2 inh	CHOP inh	PPC-1+TRAIL kill	EP2 mod	zfTRPN1 agonist	14-3-3 Bad PPI
O=C(c1ccc(-n2cnnn2)cc1)N(C1CCCCC1)C1CCCCC1
    0.8	-2.8	0.1	7.8&6.1	-17.8	4.0	18.8&19.6	-0.3	-5.2
CS(=O)(=O)Nc1ccccc1C(=O)N1CCOCC1
    0.2	1.2	0.0	2.8	-10.3	5.5	3.8	0.1	2.6
CCCc1nc2ccccc2c(C(=O)O)c1CC
    0.2	-3.0	-1.5	.	35.8	-18.4	18.4	1.1	19.2
NC(=O)c1ccccc1NS(=O)(=O)Cc1ccccc1
    0.7	3.6	-0.2	8.6	-21.4	17.9	-29.2	1.1	38.7[fluorescence artefact?]
O=C(COC(=O)C12CC3CC(CC(O)(C3)C1)C2)NC(=O)NCc1ccco1
    -0.1	3.9	0.6	16.5	17.6	7.4	-1.5	1.2	-7.0
CCc1c(C)nc2[nH]nc(-c3ccccc3)n2c1=O
    0.1	-15.3	-3.3	7.7	-14.2	2.2	4.0	0.5	-7.6
O=C(c1ccc(COc2c(F)c(F)cc(F)c2F)o1)N1CCN(c2ccccc2)CC1
    -0.2	-6.7	15.3	3.3	45.2	26.7	-0.4	0.4	-2.6
N=C(N)c1ccc(OCCCCCOc2ccc(C(=N)N)cc2)cc1
    1.1	-4.7	-4.7	15.7&15.5	44.4	4.8	13.8&-6.8	-0.8	24.9
O=C(N/N=C/c1cccc(O)c1)c1cc(-c2ccc3c(c2)OCO3)n[nH]1
    1.1	1.4	6.0	64.2*	4.2	6.6	-76.6	0.7	1.1
CCOC(=O)CNC(=S)SC
    0.6	3.1	.	9.9	8.4	6.5	-9.9	-0.1	-1.2
O=C(O)CCn1c(O)c(C=C2N=c3ccccc3=N2)sc1=S
    0.5	-6.9	.	8.1	80.2*	-9.5	4.8	1.0	-4.6
Cn1ccnc1SCC(=O)Nc1cccc2ccccc12
    -0.5	-20.3	3.7	7.0	2.1	0.8	7.6	-0.6	-5.8[fluorescence artefact?]
O=C(C1CCC(=O)N1Cc1ccccc1Cl)N1CCN(c2cccc(Cl)c2)CC1 (centres undefined)
    0.8	6.0	-6.8	69.1*	.	-4.4	.	0.4	.
CC(C(=O)NCc1ccccc1)N1C(=O)CN(C)C(=O)c2ccccc21 (centres undefined)
    0.7	-10.3	-1.7	9.6	1.3	-1.8	14.6	-0.4	-14.0
COc1cccc(CC2(CO)CCCN(Cc3cn[nH]c3-c3ccccc3)C2)c1 (centres undefined)
    1.3	5.0	-1.6	8.8	-2.0	-4.2	0.4	0.2	-3.6
CN(c1nc(-c2ccc(Br)cc2)cs1)C1CCS(=O)(=O)C1 (centres undefined)
    0.7	-4.0	-4.4	4.8	15.3	24.2	-48.8	0.2	-5.0
O=C(NC1CCCC1)C1C2C=CC3(CN(Cc4cccs4)C(=O)C13)O2 (centres undefined)
    0.9	17.4	1.1	9.8	-7.2	-7.8	17.0	0.8	2.3[fluorescence artefact?]
O=C1CC(c2ccccc2Cl)C2=C(COC2=O)N1 (centres undefined)
    0.5	5.4	2.6	12.2	19.3	17.1	22.3	0.7	1.4[fluorescence artefact?]
COc1cc(C)c(Br)cc1S(=O)(=O)NCCN1CCOCC1
    0.8	0.0	0.2	7.9	10.7	1.0	17.0	1.1	-4.4
Cc1ccc(C2=[N+]([O-])C3(CCCCC/C3=N\O)N(O)C2(C)C)o1 (centres undefined)
    0.8	3.8	-3.0	6.2	15.4	23.9	35.7	-0.3	-3.2
CC(=O)Oc1cccc(N2C(=O)c3ccccc3C2=O)c1
    0.4	1.0	-3.5	2.2	-5.3	19.4	19.2	0.2	21.9
CCOC(=O)NC(=O)CSc1nnc(C2CC2)n1Cc1ccco1
    -0.1	3.0	3.0	3.0	-16.9	9.7	15.1	0.9	-4.0
N=c1c2c3c(sc2ncn1Nc1ccccc1)CCC3
    -0.8	11.3	.	6.2	-2.0	5.3	-22.6	-1.7	2.2
O=C(CSc1ncccc1-c1nc2ccccc2[nH]1)NC1CC1
    0.5	17.2	-3.1	2.2	20.2	3.5	5.3	1.4	1.0
COc1ccc(C2C3C(=O)N(N(C)c4ncc(C(F)(F)F)cc4Cl)C(=O)C3ON2C)cc1 (centres undefined)
    0.5	-2.6	-0.1	5.5	21.3	17.9	21.5	0.2	9.0
COCCN(C(=S)Nc1cccc(OC)c1)C1CCN(C(C)=O)CC1
    0.4	-2.3	0.9	7.2	-8.8	4.1	-23.4	-0.3	-10.7
Cc1ccc(NC(=S)NN(C)c2cc(C)nc(C)n2)cc1
    1.5	2.7	-3.0	0.1	10.3	26.5	9.2	0.2	-7.8
COC(=O)C1=C(C(=O)OC)C2(OC1c1ccccc1C)C(=O)c1ccccc1C2=O (centres undefined)
    0.7	-6.1	0.1	13.0	-19.3	15.9	27.1	-0.9	7.5
CC(=O)c1cccc(NC(=O)c2ccoc2C)c1
    0.0	-7.1	-0.4	3.7	-1.6	-0.8	-76.2	1.3	-6.9
Cc1[nH]nc2c1C(=O)CCC2
    -0.1	1.2	5.8	11.3	-5.9	-4.9	28.0	0.1	2.7

Records above printed as active in CHOP inh.
Compound | TRPML3 agonist | NPY1 pot ag | NPY-Y1 antag | CHOP inh | EP2 mod | 14-3-3 Bad PPI
O=C(O)CCn1c(O)c(C=C2N=c3ccccc3=N2)sc1=S | 0.5 | -6.9 | . | 80.2* | 4.8 | -4.6

Of the compounds above, two contain a thiophene ring, fused or not:
The line under a structure holds: TRPML3 agonist	NPY1 pot ag	NPY-Y1 antag	PGE2 EP2 inh	CHOP inh	PPC-1+TRAIL kill	EP2 mod	zfTRPN1 agonist	14-3-3 Bad PPI
O=C(NC1CCCC1)C1C2C=CC3(CN(Cc4cccs4)C(=O)C13)O2 (centres undefined)
    0.9	17.4	1.1	9.8	-7.2	-7.8	17.0	0.8	2.3[fluorescence artefact?]
N=c1c2c3c(sc2ncn1Nc1ccccc1)CCC3
    -0.8	11.3	.	6.2	-2.0	5.3	-22.6	-1.7	2.2

Other structures.
The line under a structure holds: TRPML3 agonist	NPY1 pot ag	NPY-Y1 antag	PGE2 EP2 inh	CHOP inh	PPC-1+TRAIL kill	EP2 mod	zfTRPN1 agonist	14-3-3 Bad PPI
C/C(=C\C(=O)C(F)(F)F)Nc1ccc(C)cc1
    0.7	-6.8	3.3	6.9	-0.4	3.1	20.4	1.6	-0.1
COc1ccc(Nc2nc(C)nc3sc4c(c23)CCC4)cc1O
    0.4	31.9	-8.0	8.7	-0.6	6.2	-7.3	-2.8	-10.2
COc1ccccc1CNC(=O)c1cn(C)c2ccc(S(=O)(=O)N3CCCC3)cc2c1=O
    1.0	15.0	0.3	5.2	106.1*	12.5	-15.2	0.3	11.1
Nc1nc(-c2ccccc2Br)cs1
    -1.1	7.6	0.9	12.3	0.8	11.0	-2.1	-0.5	5.6
CCN1CCN(C(=O)Cn2c(=O)sc3ccccc32)CC1
    .	.	.	9.3	-3.5	-12.4	17.6	.	-2.0[fluorescence artefact?]
Cc1ccc(NS(=O)(=O)c2ccc(NC(=O)CSc3ccc(Cl)cc3)cc2)c(C)c1
    0.5	38.6	-3.0	14.0	70.3*	19.9	-43.5	1.6	-4.7
O=C(O)c1ccccc1CSc1nnc2c(n1)[nH]c1ccccc12
    0.3	0.9	.	15.2	13.7	-6.7	60.8*	1.6	-12.5
COc1ccc(CCN2C(=O)NC(NC(=O)C(C)(C)C)(C(F)(F)F)C2=O)cc1OC (centres undefined)
    0.7	17.9	0.9	4.3	-0.3	13.2	0.2	0.0	12.9
O=C(NCc1ccco1)c1ccccc1NS(=O)(=O)c1ccc(Br)s1
    2.7	14.8	1.0	9.4	19.1	15.5	-14.8	4.5	37.4
O=c1c2ccccc2ncn1CCCCOc1ccc(Br)cc1
    0.4	4.2	0.9	11.3	25.5	32.1	-30.4	-0.5	-3.1
CCOC(=O)c1[nH]c2ccc(OC)cc2c1NC(=O)c1cccc(OC)c1
    -0.5	25.6	2.2	10.8	16.8	5.8	-4.9	-0.7	-4.1[fluorescence artefact?]
NNC(=O)COc1ccc(C(F)(F)F)cc1
    0.9	-5.5	2.2	9.4	20.2	36.7	15.5	-0.1	-16.4
CCN1CCN(c2ccc([N+](=O)[O-])c(Sc3nc4ccccc4[nH]3)c2)CC1
    -0.3	3.0	-2.5	4.4	-6.0	15.9	-7.2	-1.6	6.4
CN(Cc1ccccc1)c1ncnc2c1cnn2-c1ccccc1
    -1.0	-40.9	6.8	9.7	56.7	13.0	-8.7	1.2	4.2
Cc1ccnc(SCC(=O)Nc2c(C)n(C)n(-c3ccccc3)c2=O)n1
    -0.1	-15.2	-5.2	7.8	4.7	17.0	-6.8	0.4	-16.5[fluorescence artefact?]
CC(=O)c1ccc(NC(=O)CCn2c(=O)oc3ccccc32)cc1
    0.5	11.8	-1.5	11.1	9.9	10.1	15.8	-0.4	-0.7
COc1ccc2nc(SCC(=O)C(C)(C)C)[nH]c2c1
    0.4	-21.6	.	9.5	2.5	-6.2	17.9	0.0	3.4
CCCc1cc(=O)[nH]c(SCC(=O)NCCCC(=O)OCC)n1
    -0.3	10.7	3.6	13.4	8.8	4.3	20.5	-1.4	8.0
COc1cc(CCN2C(=O)N[C@@H](c3cccc(C(F)(F)F)c3)C(C(C)=O)=C2C)cc(OC)c1OC
    -0.3	3.2	-9.7	.	4.6	-3.1	0.5	3.9	-0.7
CC(Cc1ccsc1)NC(=O)CCc1nnc(COc2ccccc2)o1 (centres undefined)
    0.7	-7.0	-0.1	10.3	15.2	-7.3	-4.6	0.6	-4.6
CCN1/C(=C/c2ccc3cc(C)ccc3[n+]2C)Sc2ccc3sccc3c21
    8.7	-9.1	-0.3	45.4*	109.3*	.	-59.9&-167.3	16.6	0.4
O=C(CN1CCN(C2CCCCC2)CC1)Nc1ccccc1-c1ccccc1
    0.8	-35.7	21.5*	.	2.3	6.9	-3.1	0.6	83.1*
